DAX1 inh-1 = blocks DAX1 repression of SF-1 activated StAR promoter; HEK293T StAR-luciferase reporter, SF-1/DAX-1 repression relief; inhibition, % at 6.8 µM; actives 1.1% (n = 370,000); AID 652010;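 active = inhibition above the mean over all tested compounds plus 3 SD, cut at about 3.6% in these data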;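 also: 0% = DAX-1 cells with DMSO and 100% = cells lacking DAX-1 with DMSO; higher inhibition means more luminescence from relief of DAX-1 repression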
hgDAF12 agonist = hgDAF-12 agonism, primary luciferase screen. HEK293 GAL4-hgDAF12 UAS-luciferase reporter, agonist luminescence; normalized to butyrate control. activation, % at 6.8 µM. actives 1.8% (n = 370,000). AID 687014;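 active = activation above a cutoff set at the mean of all screened compounds plus 3 SD, cut at about 10% in these data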;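 also: 0% = DMSO wells and 100% = sodium butyrate wells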
DAX1 inh-2 = inhibits human nuclear receptor DAX1 | P51843 | HEK293 Gal4-DAX1 luciferase reporter, luminescence | inhibition, % at 6.75 µM | actives 0.99% (n = 340,000) | AID 504766;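 active = inhibition above the mean over all tested compounds plus 3 SD, cut at about 4.2% in these data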;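 also: 0% = DAX1-transfected cells with DMSO and 100% = empty-vector control cells with DMSO; inhibition shows as a rise in luminescence from relieved DAX1 repression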
NR1D1 modulator = modulates human Rev-erb alpha binding to DNA. P20393. Rev-erbα–FITC-DNA binding, fluorescence polarization, 90 min. activity, % at 10 µM. actives 0.79% (n = 370,000);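 active = activity above about 14%, limit read from the data; passing the limit was not always enough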;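 also: 0% = DMSO wells with 35 nM protein and 100% = DMSO wells with 750 nM protein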
hcDAF-12 act = activators of H. contortus DAF-12 nuclear receptor | activation, % at 6.8 µM | actives 1.4% (n = 370,000) | AID 652067 | HEK293 hcDAF-12 lit1-tk-luc reporter, luminescence; 0% DMSO, 100% Δ7-dafachronic acid;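 active = activation above the mean of all tested compounds plus 3 SD, cut at about 5.5% in these data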;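 also: 100% = response to 3 µM Δ7-dafachronic acid high control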
PLCg1 inh = inhibitors of human phospholipase C gamma1; P19174; purified PLC-gamma1, fluorogenic substrate, fluorescence; inhibition, % at 12.2 µM; actives 0.84% (n = 370,000); AID 720700; in the data active = inhibition above about 9.5%
ssDAF12 agonist = S. stercoralis DAF-12 activation, primary screen | HEK293 ssDAF-12/GRIP1 lit1-tk-luc reporter, luminescence; % of 3 µM dafachronic acid response | activation, % at 6.8 µM | actives 1% (n = 370,000);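 active = activation above the mean over all tested compounds plus 3 SD, cut at about 0.9% in these data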;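 also: 0% = DMSO-only wells and 100% = 3 µM delta7-dafachronic acid wells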
PLC-beta3 inh = PLC-beta3 (human) inhibition, primary screen; actives 0.18% (n = 370,000); Purified PLC-beta3, fluorogenic substrate, fluorescence; inhibition, % at 12.2 µM; Q01970; in the data active = inhibition above about 11%;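 also: 0% = median of compound wells on plate and 100% = full blocker control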
ADAM17 inh = inhibitors of human ADAM17 | P78536 | recombinant ADAM17, EDANS/DABCYL FRET peptide cleavage | inhibition, % at 6.95 µM | actives 0.83% (n = 370,000) | AID 720648;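 active = inhibition above the mean of compounds lying between control limits plus 3 SD, set per campaign, cut at about 8.5% in these data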;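 also: 0% = DMSO-only wells as the low control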
MBD2 inh = MBD2-methylated oligo binding inhibition | Q9UBB5 | TR-FRET, MBD2 binding to methylated oligonucleotide | inhibition, % at 4.4 µM | actives 0.31% (n = 370,000) | AID 686964; in the data active = inhibition above about 13%
SMARCA2 act = activators of SMARCA2 function. MG213 cells, MMTV-luciferase reporter, dexamethasone, overnight. actives 1% (n = 370,000). AID 652017. activation, % at 9.1 µM; in the data active = activation above about 7.8%;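 also: 0% = vehicle wells and 100% = reference activator wells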
Starred values were filed as active, the others as inactive; nt = not tested or not shown.

canonical_smiles,DAX1 inh-1,hgDAF12 agonist,DAX1 inh-2,NR1D1 modulator,hcDAF-12 act,PLCg1 inh,ssDAF12 agonist,PLC-beta3 inh,ADAM17 inh,MBD2 inh,SMARCA2 act
CCn1nc(NS(=O)(=O)c2ccc(F)cc2)c2cc3cccc(C)c3nc21,-0.2,0.6,0.6,2.3,-1.5,-6.9,-0.9,-25.4,-3.3,-1.2,-2.7
CC(NC(=O)c1ccccc1NC(=O)c1ccncc1)c1ccccc1 (stereo unspecified),-1.1,-0.6,0.7,-1.6,0.1,-3.5,-1.4,-3.0,-6.5,0.4,-0.5
Cc1onc(-c2c(F)cccc2Cl)c1C(=O)N(C)C1CCCCC1,-1.9,-0.5,0.1,-0.8,0.7,-1.2,-1.3,-3.1,-0.4,0.8,0.1
O=c1oc2ccccc2cc1-c1nc2c(s1)CCc1ccccc1-2,-0.3,3.5,-0.9,-8.8,1.9,-182.0,-0.1,-240.6,-7.4,-4.7,4.5
CCC1=Nc2cc(C(=O)O)ccc2Sc2ccccc21,-0.3,-4.0,-2.4,1.2,1.6,-2.8,-1.2,-5.8,-4.9,3.3,-1.4
O=C1c2ccccc2C(=O)c2c1cccc2N(CCO)CCO,-0.7,-2.3,0.3,-0.7,0.1,-8.8,-1.2,-14.0,-0.4,-18.5,-0.9
CCOc1ccccc1N(CC(=O)NCc1ccc(OC)cc1)S(C)(=O)=O,-0.1,0.3,-0.1,1.5,0.2,1.9,-1.0,2.0,-4.8,6.8,-0.5
O=C(Cc1ccc(F)cc1)Nc1ccccc1Sc1ccccc1,-0.2,-4.8,-0.8,0.4,-2.1,-0.2,-1.4,3.9,1.7,-0.3,-0.4
COc1cc(C)c(Br)cc1S(=O)(=O)NCc1cccs1,-0.3,0.4,-0.6,3.7,-2.0,-1.8,-0.9,-7.2,-5.2,4.0,-1.6
CC(C)C[C@@H](CNC(=O)OC(C)(C)C)NC(=O)c1nc[nH]c1C(=O)N[C@@H](CC(C)C)C(=O)CNC[C@H](CC(C)C)NC(=O)c1nc[nH]c1C(=O)N[C@@H](Cc1c[nH]c2ccccc12)C(=O)OC(C)(C)C,0.4,-1.0,0.6,0.6,1.3,-1.4,-1.4,-3.2,8.1,3.4,2.0
O=C(CN1CCN(CC(=O)Nc2ccc3c(c2)OCO3)CC1)Nc1ccc(F)cc1,-0.8,-0.9,0.1,3.0,1.4,1.6,-0.8,-2.2,0.5,-6.1,2.0
Cn1nc(C(C)(C)C)cc1NC(=O)Nc1ccc(F)cc1F,-0.3,-0.5,1.6,-5.9,-1.9,-1.8,-1.6,-3.8,-1.3,-0.7,0.3
O=C(Nc1cccc(F)c1)N1C2CCC1CC(O)(c1cccnc1)C2 (stereo unspecified),0.2,-0.5,0.1,2.0,-2.6,1.6,-1.6,-4.9,-4.4,-4.7,-0.4
CCOc1ccc(C(NC(C)=O)c2ccc(OC)c(OC)c2)cc1 (stereo unspecified),0.1,0.8,-1.0,1.4,-1.1,1.6,-1.2,2.8,-1.2,1.7,1.7
O=C(COC(=O)COc1ccc(Cl)cc1)Nc1ccc2c(c1)OCCO2,1.1,2.0,-0.9,1.2,0.0,-10.1,-1.1,-10.7,1.0,0.1,-1.9
Nc1nc(SCC(=O)NC2CCCC2)[nH]c(=O)c1NC(=O)c1cccs1,-0.6,2.9,1.7,4.8,-1.5,0.6,-0.9,2.6,-3.2,1.5,-1.2
COc1ccc(CN=CC2=C(O)CNC2=O)cc1,0.2,-2.7,1.1,-3.6,-1.2,1.7,-1.2,1.9,-0.4,-4.0,1.9
CCOC(=O)c1sc2ncn(CC(=O)NCC3CCCO3)c(=O)c2c1C (stereo unspecified),-0.8,-3.2,1.2,-0.6,-2.8,-0.3,-0.7,0.3,-4.8,9.0,-1.2
O=C(Nc1ccc(Cl)c(C(F)(F)F)c1)[C@@H]1CC=C[C@@H]2CCN(Cc3ccc(Cl)c(Cl)c3)C(=O)[C@@H]21,0.3,-1.0,0.5,3.5,-1.2,2.8,-1.1,0.6,-1.6,2.8,-0.5
Cc1nc(-c2cccc(NS(=O)(=O)c3ccc4ccccc4c3)c2)cs1,0.7,-0.9,-1.2,5.5,-1.1,-1.7,-1.4,-5.2,7.8,-3.7,-1.1
O=C(/C=C/[C@H]1O[C@@H](n2ccc(=O)[nH]c2=O)[C@H](O)[C@@H]1O)NCCCc1ccccc1,-1.0,1.2,nt,2.3,1.9,0.3,-0.6,0.2,-4.4,1.5,-2.9
CCCC1CCC2(CCCN2CCOC(=O)Nc2ccccc2C)CC1 (stereo unspecified),nt,0.7,nt,1.7,-0.9,0.3,-0.6,-3.0,-5.2,3.4,nt
O=c1ccnc(S/C=C/c2ccccc2)[nH]1,1.3,2.2,0.6,-8.6,1.2,-0.3,-0.2,-2.0,-4.7,4.7,0.3
O=C1C2CC=CCC2C(=O)N1c1ccc(Cc2ccncc2)cc1 (stereo unspecified),-2.0,-3.8,-3.1,3.1,-3.0,-8.5,-2.2,-12.8,-3.2,-3.1,-2.1

Laid out differently: 8 of the compounds above.
Values run as follows: DAX1 inh-1, hgDAF12 agonist, DAX1 inh-2, NR1D1 modulator, hcDAF-12 act, PLCg1 inh, ssDAF12 agonist, PLC-beta3 inh, ADAM17 inh, MBD2 inh, SMARCA2 act
> CCOc1ccc(C(NC(C)=O)c2ccc(OC)c(OC)c2)cc1 (stereo unspecified)
    0.1, 0.8, -1.0, 1.4, -1.1, 1.6, -1.2, 2.8, -1.2, 1.7, 1.7
> O=C(COC(=O)COc1ccc(Cl)cc1)Nc1ccc2c(c1)OCCO2
    1.1, 2.0, -0.9, 1.2, 0.0, -10.1, -1.1, -10.7, 1.0, 0.1, -1.9
> Nc1nc(SCC(=O)NC2CCCC2)[nH]c(=O)c1NC(=O)c1cccs1
    -0.6, 2.9, 1.7, 4.8, -1.5, 0.6, -0.9, 2.6, -3.2, 1.5, -1.2
> COc1ccc(CN=CC2=C(O)CNC2=O)cc1
    0.2, -2.7, 1.1, -3.6, -1.2, 1.7, -1.2, 1.9, -0.4, -4.0, 1.9
> CCOC(=O)c1sc2ncn(CC(=O)NCC3CCCO3)c(=O)c2c1C (stereo unspecified)
    -0.8, -3.2, 1.2, -0.6, -2.8, -0.3, -0.7, 0.3, -4.8, 9.0, -1.2
> O=C(Nc1ccc(Cl)c(C(F)(F)F)c1)[C@@H]1CC=C[C@@H]2CCN(Cc3ccc(Cl)c(Cl)c3)C(=O)[C@@H]21
    0.3, -1.0, 0.5, 3.5, -1.2, 2.8, -1.1, 0.6, -1.6, 2.8, -0.5
> Cc1nc(-c2cccc(NS(=O)(=O)c3ccc4ccccc4c3)c2)cs1
    0.7, -0.9, -1.2, 5.5, -1.1, -1.7, -1.4, -5.2, 7.8, -3.7, -1.1
> O=C(/C=C/[C@H]1O[C@@H](n2ccc(=O)[nH]c2=O)[C@H](O)[C@@H]1O)NCCCc1ccccc1
    -1.0, 1.2, nt, 2.3, 1.9, 0.3, -0.6, 0.2, -4.4, 1.5, -2.9

Single records, from the list above. Screens in order: DAX1 inh-1, hgDAF12 agonist, DAX1 inh-2, NR1D1 modulator, hcDAF-12 act, PLCg1 inh, ssDAF12 agonist, PLC-beta3 inh, ADAM17 inh, MBD2 inh, SMARCA2 act
Results for O=C(/C=C/[C@H]1O[C@@H](n2ccc(=O)[nH]c2=O)[C@H](O)[C@@H]1O)NCCCc1ccccc1 → -1.0, 1.2, nt, 2.3, 1.9, 0.3, -0.6, 0.2, -4.4, 1.5, -2.9
Results for CCOc1ccccc1N(CC(=O)NCc1ccc(OC)cc1)S(C)(=O)=O → -0.1, 0.3, -0.1, 1.5, 0.2, 1.9, -1.0, 2.0, -4.8, 6.8, -0.5

Rows were taken by chance; overall some 7.4% were active at least once.
